Screening data (PubChem BioAssay)
mouse EphA4 binding: inhibitors of EphA4 binding to KYL peptide, primary screen, biochemical, colorimetric, mouse EphA4 (AID 689) | inhibition, % at 10 µM; hits with a dose series show IC50 in µM | EphA4-AP binding to KYL peptide, pNPP A405; higher % means a stronger effect | hit rate 0.1% among 62,000; in the data active = a potency from the dose series; inactive = the rest, 99 in 100 with inhibition below about 22%
Numbers without * were called inactive. An excerpt; rates above refer to the full screens.

SMILES	mouse EphA4 binding
CCc1ccc(NC(=O)C2CC(=O)N(c3ccc(Br)cc3)C2)cc1 (stereo unspecified)	7.3%
CS(=O)(=O)N1CCC(C(=O)O)CC1	-13.8%
Cc1cc(C)cc(OCC(=O)NCC2CCCO2)c1 (stereo unspecified)	-11.3%
COc1cccc(OCC(O)CN2CC(C)CC(C)C2)c1 (stereo unspecified)	12.2%
Cc1sc(NC(=O)c2ccc(F)cc2)c(C(=O)O)c1C	-2.0%
Cc1ccc(N(C(C)C(=O)O)S(=O)(=O)c2c(C)[nH]c(=O)[nH]c2=O)cc1 (stereo unspecified)	-10.9%
COc1ccc(Nc2nc(-c3ccc(Cl)c(Cl)c3)cs2)cc1	-7.6%
O=C(NCc1ccccc1)NC1(C(=O)Nc2ccc3c(c2)OCCO3)CCCCC1	-31.8%
CCCNC(=O)c1ccccc1NC(=O)C1COc2ccccc2O1 (stereo unspecified)	-14.3%
C=CCn1c(SCc2c(C)noc2C)nc2sc3c(c2c1=O)CCCC3	13.9%
O=c1ccc(/C=C/c2ccccc2)nn1Cc1ccccc1Cl	0.4%
CCC(C)Sc1nc2c(c(=O)[nH]c(=O)n2C)n1CC(O)COc1cccc2ccccc12 (stereo unspecified)	-7.5%
COc1cc(OC)c(C2Nc3cccc4cccc(c34)N2)c(OC)c1	-10.2%
Nc1nc(SCC(=O)NCCCN2CCOCC2)nc2sc3c(c12)CCC3	-4.5%
CCOC(=O)C1CCN(C(=O)c2ccc3c(c2)OCO3)CC1	-7.0%

3 entries out of the list, sorted by SMILES length, smallest number first.
SMILES	mouse EphA4 binding
COc1cccc(OCC(O)CN2CC(C)CC(C)C2)c1 (stereo unspecified)	12.2%
COc1ccc(Nc2nc(-c3ccc(Cl)c(Cl)c3)cs2)cc1	-7.6%
O=C(NCc1ccccc1)NC1(C(=O)Nc2ccc3c(c2)OCCO3)CCCCC1	-31.8%

Additional structures
SMILES	mouse EphA4 binding
COc1ccc2oc(=O)c(C(=O)Oc3ccc(NC(C)=O)cc3)cc2c1	-13.9%
CCOC(=O)Cc1csc(NC(=O)c2cc3c(s2)CCCC3)n1	1.1%
O=c1[nH]c2cc3c(cc2cc1CN(Cc1ccc2c(c1)OCO2)Cc1nnnn1CC1CCCO1)OCO3 (stereo unspecified)	-13.6%
O=C(N1CCOCC1)N1CCN(c2nc(-c3ccccc3)cs2)CC1	-22.8%
COc1ccc(N2C(=O)C3CCCN3C2c2ccc(C)cc2)cc1Cl (stereo unspecified)	-16.1%
CCCC(=O)Nc1ccc(NC(=O)c2ccc(Cl)c(Cl)c2)cc1	3.3%
Cc1ccc(CNS(=O)(=O)NCc2ccccc2)cc1	-14.9%
O=C(c1ccc(C#Cc2ccccc2)o1)N1CCN(c2ccccn2)CC1	6.4%
COc1ccc(C(=O)CSc2nnc(CNc3nc(-c4ccccc4)cs3)n2C)cc1	-4.1%
COc1ccc(NC(=O)CN(CCc2ccccc2)S(=O)(=O)c2ccc(OC)cc2)cc1	-1.3%
O=C(c1ccc(Cl)cc1)N1CCN(c2cc(=O)[nH]nc2-c2ccccc2)CC1	-3.5%
CNc1c([N+](=O)[O-])cnn1-c1ccc(Cl)cc1	-7.5%
Cc1cccc(N2C(=O)CC(N3CCN(Cc4ccc5c(c4)OCO5)CC3)C2=O)c1 (stereo unspecified)	6.4%
O=c1[nH]c2ccc(S(=O)(=O)N3CCN(Cc4ccccc4)CC3)cc2[nH]c1=O	-7.2%
Cc1ccc(NC(=O)/C(CN(C)C)=N\O)cc1	-6.8%
Cc1cccc(NC2(C(F)(F)F)N=C3SCCN3C2=O)n1 (stereo unspecified)	-5.0%
COC(=O)C1C(C(C)C)N(c2ccccc2)OC1(C)O (stereo unspecified)	-10.0%
Cc1ccc(N2C(=O)c3ccccc3C2=O)cc1C	-2.2%
COCCNC(=S)Nc1ccc(OC)cc1	-0.6%
CC(C(=O)NCc1ccccc1)N(CCN1CCOCC1)C(=O)c1snc(C(N)=O)c1N (stereo unspecified)	-13.2%
CCNC(=O)NC(=O)CSc1cccc(C(F)(F)F)c1	-8.2%
CC(C)c1ccc(N2C(=O)CC(Sc3nc4ccccc4o3)C2=O)cc1 (stereo unspecified)	-7.8%
O=C(C1CCN(S(=O)(=O)c2ccccc2)CC1)N(CCc1ccccc1)Cc1ccco1	-3.6%
CCCCSc1nc(C)cc(NC(=S)Nc2ccc(OC)cc2)n1	-8.0%
COc1ccc(C2C(C(=O)c3ccc(C)o3)=C(O)C(=O)N2c2cc(C)on2)cc1OC (stereo unspecified)	-15.5%
COc1ccccc1NC(=O)CSc1nc2ccccc2c(=O)n1-c1ccccc1	14.5%
COc1ccccc1NCCC(=O)OCC(=O)NCc1ccco1	-6.3%
COc1cc(/C=C2\NC(=S)NC2=O)ccc1OC(=O)C12CC3CC(CC(C3)C1)C2	-13.7%
CCOC(=O)NCc1ccc2c(c1)OCO2	2.9%
Cn1c(=O)c2c(n(Cc3ccccc3)c1=O)NC(=O)C2CC(=O)N1CCc2ccccc2C1 (stereo unspecified)	-2.2%

Molecules above containing a CF3 group:
SMILES	mouse EphA4 binding
Cc1cccc(NC2(C(F)(F)F)N=C3SCCN3C2=O)n1 (stereo unspecified)	-5.0%
CCNC(=O)NC(=O)CSc1cccc(C(F)(F)F)c1	-8.2%

The list continues:
SMILES	mouse EphA4 binding
Cn1c(-c2ccc(-c3ccccc3)cc2)c[nH]c1=S	1.2%
C/C(=N\NC(N)=O)c1ccc(Cl)cc1	-10.9%
OC(C#CCN1CCOCC1)c1cccs1 (stereo unspecified)	3.9%
CC(C)(C)C(=O)NC(=S)Nc1cc(C(F)(F)F)ccc1N1CCOCC1	0.3%
O=C1c2ccccc2-c2onc3ccc(N4CCCCC4)c1c23	8.1%
CC(C)OC(=O)c1nnn(-c2nonc2N)c1CSc1ccccn1	-3.5%
Cc1cc(C(=O)NCC(=O)OC(C(=O)Nc2cc(C(F)(F)F)ccc2Cl)c2ccccc2)ccc1[N+](=O)[O-] (stereo unspecified)	9.2%
COc1ccc(N2C(=O)/C(=C\c3cc4c(cc3[N+](=O)[O-])OCO4)SC2=S)cc1	-1.1%
O=c1/c(=C/c2ccc(O)cc2)sc2n1CCCN=2	12.0%
COc1ccc(CNC(=O)C(c2cccs2)N(C(=O)c2csnn2)C2CC2)cc1 (stereo unspecified)	-14.9%
CC(C)/C(=N\NC(=O)Nc1ccccc1)c1ccccc1	-6.5%
Nn1c(SCC(=O)NCc2ccccc2)nnc1C1CC1	6.6%
O=C(O)c1cc(-c2ccc3c(c2)OCO3)nc2ccccc12	-6.0%
O=c1[nH]ncn1-c1cccc(C(F)(F)F)c1	2.6%
CCn1c(Cc2c(C)[nH]c3ccccc23)nnc1SCC(=O)NCc1ccccc1	-1.9%
O=C(Cn1c(S(=O)(=O)Cc2ccccc2)nc2ccccc21)N1CCCCC1	1.0%
CC(C)CNC(=O)C(=O)N/N=C/c1cccs1	-7.6%
O=C(NCC1COc2ccccc2O1)C1CCN(S(=O)(=O)c2cccc3nsnc23)CC1 (stereo unspecified)	-16.2%
COc1ccc(S(=O)(=O)n2nc(OC(=O)C3CCCCC3)cc2N)cc1	1.2%
Cc1ccc(C)c(OCCOCCN2CC(C)OC(C)C2)c1C (stereo unspecified)	-18.9%
COc1ccc(C(=O)Nc2ccc(S(=O)(=O)Nc3cc(OC)ncn3)cc2)c(OC)c1	-0.7%
COc1ccc(-c2nnc(SCC(=O)c3ccc(F)cc3)n2-c2ccccc2)cc1	-6.0%
Cc1c(C(=O)N2CCN(c3ccccc3F)CC2)sc2ncn(CC(=O)N3CCOCC3)c(=O)c12	-10.7%
CN1CCN(C(=O)c2cc(-c3cccc(Cl)c3)on2)CC1	-6.9%
c1ccc(Cn2c(SCCN3CCOCC3)nnc2-c2cccnc2)cc1	-9.6%
Cc1csc(NC(=O)Cn2cnnn2)n1	-1.2%
Cc1ccc2c(c1)cc(CN(Cc1ccc3c(c1)OCO3)S(=O)(=O)c1ccccc1)c1nnnn12	-5.7%
CN(CC(=O)Nc1cccc2c1CCCC2)S(=O)(=O)c1ccc(Cl)cc1	1.3%
Cc1cc(C)c(C#N)c(SCc2ccccc2C(=O)O)n1	-7.8%
CC(=O)CC(=O)Nc1ccnn1-c1ccccc1	10.0%

An excerpt from above in order of their number in mouse EphA4 binding, ascending.
SMILES	mouse EphA4 binding
Cc1ccc(C)c(OCCOCCN2CC(C)OC(C)C2)c1C (stereo unspecified)	-18.9%
Cc1cc(C)c(C#N)c(SCc2ccccc2C(=O)O)n1	-7.8%
CN1CCN(C(=O)c2cc(-c3cccc(Cl)c3)on2)CC1	-6.9%
COc1ccc(-c2nnc(SCC(=O)c3ccc(F)cc3)n2-c2ccccc2)cc1	-6.0%
COc1ccc(S(=O)(=O)n2nc(OC(=O)C3CCCCC3)cc2N)cc1	1.2%

The list goes on.
SMILES	mouse EphA4 binding
N#CC(c1ccc(O)cc1)N1CCCCC1 (stereo unspecified)	0.9%
Cc1c(C(=O)NN2CCN(C)CC2)cccc1[N+](=O)[O-]	-5.0%
Cc1ccc(-c2nc3ccc(C)cn3c2NC(=O)c2ccccc2)cc1	20.3%
O=C(COc1ccccc1)N1CCN(c2ccc([N+](=O)[O-])c(N3CCCCC3)c2)CC1	-4.9%
COc1ccccc1N1CCN(/N=C/c2ccc(Br)s2)CC1	3.8%
CCc1nc(C)cn1S(=O)(=O)c1cc(OC)c(C)cc1C	-1.4%
C=CCNc1nc(N)c(C(=O)c2ccc3c(c2)OCO3)s1	-11.1%
CCOC(=O)c1ccc(NC(=O)C2CCCN(S(=O)(=O)c3ccc(F)cc3)C2)cc1 (stereo unspecified)	8.2%
O=C(CSc1ncccc1C(=O)O)c1ccc2ccccc2c1	-12.2%
Cc1ccc(C)c(N2CCN(C(=O)C3CCN(S(=O)(=O)c4cccc5nsnc45)CC3)CC2)c1	-1.8%
O=C(NCCCO)C(=O)Nc1ccc(Cl)c(C(F)(F)F)c1	-8.2%
COC(=O)C(C)Oc1ccc2c3c(c(=O)oc2c1)CCC3 (stereo unspecified)	-6.0%
Cc1cccc(-n2ncc(C#N)c2-n2cccc2)c1	-11.6%
OC(CNCCCN1CCCCC1)COc1ccccc1 (stereo unspecified)	-9.0%
COc1ccc(C2C3=C(CC(C)(C)CC3=O)Nc3n[nH]c(C)c32)cc1 (stereo unspecified)	-1.0%
CCOC(=O)Cn1c(N2CCCCCC2)nc2c1c(=O)[nH]c(=O)n2C	-0.4%
CCCS(=O)(=O)N1CCCC(C(=O)NC2CCCCC2)C1 (stereo unspecified)	-3.7%
Cc1ccc(/C=C/C(=O)Nc2cccc3cccnc23)o1	10.5%
Cc1cc(C)cc(NC(=O)C(=O)NCc2cccnc2)c1	-5.9%
CCCCn1c(-c2nonc2N)nc2ccccc21	-7.0%
CCOC(=O)C1=C(C)N(c2ccccc2)C(=O)/C1=C\c1cccc([N+](=O)[O-])c1	-1.9%
Cc1ccc(NC(=O)/C(=C\c2ccccc2)NC(=O)/C=C/c2ccccc2)cc1	9.1%
CCOC(=O)c1cc(C(=O)OCC)cc(-n2c(C)cc(C(=O)CN3CCOCC3)c2C)c1	5.6%
O=C(Cc1ccccc1)N/N=C\c1ccc(Br)o1	0.4%
CCOC(=O)N1CCN(c2c(NCC3CCCO3)c(=O)c2=O)CC1 (stereo unspecified)	3.8%
O=C(N/N=C\C=C\c1ccc2c(c1)OCO2)C1COc2cc3ccccc3cc2O1 (stereo unspecified)	-5.8%
CCC(=O)Nc1ccc(NC(=O)c2ccc(OCC(C)C)cc2)cc1	-4.6%
Cc1cc(C)n(-c2nc(Nc3ccc(Br)cc3)nc(-n3nc(C)cc3C)n2)n1	1.9%
CCSc1nc(=S)n(-c2ccccc2)c(C)c1C(C)=O	-14.5%
O=C1C2C3CCCC3=C3CCCC3C2C(=O)N1c1ccccc1 (stereo unspecified)	1.7%
COc1cccc(NC(=O)CN(c2cccc(C(F)(F)F)c2)S(C)(=O)=O)c1	7.9%
S=C(Nc1ccccc1Cl)Nc1ccc(Cl)cc1Cl	1.8%
COc1ccc(C(=O)CCN2CCCCCC2)cc1	-5.3%
Cc1cc(C)n(CC2CC(=O)N(c3ccc(F)c(Cl)c3)C2=O)n1 (stereo unspecified)	3.0%
Cn1c(CCC(=O)Nc2ccc(N3CCOCC3)cc2)nc(=O)c2ccccc21	-3.2%
CCc1nnc(NC(=O)CCC(=O)N2CCN(c3ccccn3)CC2)s1	-8.8%
Cc1ccc(C)c(S(=O)(=O)Nc2c(C)n(C)n(-c3ccccc3)c2=O)c1	6.9%
CC1CCC(n2c(=S)[nH]c3ccccc3c2=O)CC1 (stereo unspecified)	8.4%
O=C(/C=C/c1ccco1)NC(=S)NCc1ccccc1	-5.1%
O=C1C(c2ccccc2)=C(O)c2ccccc21	-6.0%
CSc1cc(C)nc(NC(C)=O)n1	-23.5%
Cc1ccc(-c2nc3cccnc3o2)cc1NC(=O)COc1ccc(C(C)(C)C)cc1	7.2%
Cc1ccnc2nc(C(=O)OCC(=O)Nc3ccc4c(c3)OC(F)(F)O4)nn12	-8.8%
COc1ccc(C(=O)NCS(=O)(=O)c2ccc(C)cc2)cc1	-15.1%
Nc1nc(CN2CCN(c3ccccc3F)CC2)nc(Nc2ccc3c(c2)OCCO3)n1	-14.7%
C=CCNCCOCCOc1ccc(C)cc1[N+](=O)[O-]	-14.2%
CCOc1cccc(CNCCNC(=O)c2nonc2N)c1	-7.1%
O=C1c2ccc(Oc3ccc4c(c3)C(=O)N(CCCCO)C4=O)cc2C(=O)N1CCCCO	-6.6%
Cc1nc(N2CCN(C(=O)c3ccco3)CC2)c2oc3ccccc3c2n1	-0.1%
CC1Cc2cc(/C(O)=C3/C(=O)C(=O)N(CCCn4ccnc4)C3c3cccnc3)ccc2O1 (stereo unspecified)	-7.8%
CCOC(=O)CN(C(=O)CSc1nnc(-c2cccc(OC)c2)o1)c1ccc(F)cc1	6.2%
Cc1cccc(NC2=NC(=S)N(c3ccc(C(=O)O)cc3)C23CCCCC3)c1	-14.4%

Nothing new here: entries from further up.
SMILES	mouse EphA4 binding
C=CCNCCOCCOc1ccc(C)cc1[N+](=O)[O-]	-14.2%
CCOc1cccc(CNCCNC(=O)c2nonc2N)c1	-7.1%
